High-throughput results: PubChem BioAssay, National Center for Advancing Translational Sciences (NCATS)
IMPase Li inh = membrane-permeable IMPase blocker, potentiated with lithium | Potency, µM (top dose mostly 59.4 µM), inactives show at the highest dose activity, negative = IMPase inhibition, hits mostly inhibitors | 0.35% of 210,000 active | CHO-M1 cells, IP1 TR-FRET (IP-One), carbachol + lithium;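 also: IP1 builds up when IMPase is blocked and the TR-FRET signal falls; plate controls were basal vehicle for no effect and high inhibitor control for full effect; nearly all actives have a fitted effect of over 50% in size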
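Steps: plate 2000 CHO-M1 cells per well and culture 16–30 h; add compound and lithium; incubate 30 min, 37C; add d2-IP1 tracer and Eu cryptate anti-IP1 antibody in lysis buffer; read after 10 min at room temperature.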
HTT aggregate = inhibitors of mutant huntingtin aggregate formation in PC12 cells; PC12 HttQ103-GFP aggregates, Acumen cytometry, 40 h; 1.1% of 220,000 active; Potency, µM (top dose mostly 46.1 µM), without a hit: top-dose activity change, negative = inhibition, hits mostly inhibitors; also: % is scaled to controls: 0 for no effect and ±100 for the full control effect; nearly all actives have a fitted effect of over 60% in size
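Steps: seed 1500 PC12 HTTQ103-GFP cells/well; add tebufenozide, 100 nM final; add compound titration; add ATPLite reagent; quantify GFP aggregates by laser scanning cytometry.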
HTT ATP protect = protects HTT-Q103 PC12 cells, measured by ATP. PC12 HTT-Q103 induced, cytoprotection, ATP luminescence, 40 h. Potency, µM (series often up to 56.4 µM), inactives show cytoprotection (ATP increase), usual class: activators. 0.14% of 230,000 active. AID 1471;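 also: % of control where 0% means no effect; nearly all actives have a fitted effect of over 45% in size; toxic huntingtin expression switched on by the ecdysone agonist tebufenozide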
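Rat PC12, Q103 Htt exon1-GFP fusion, ecdysone promoter; tebufenozide inducer 100 nM final; compound titration; qHTS, 1500 cells/well; ATPlite luminescent read.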
GAA inh = inhibitors of human lysosomal alpha-glucosidase; 0.005% of 200,000 active; P10253; Potency, µM (highest dose often 76.9 µM), without a hit: at the highest dose activity change, negative = inhibition, most hits filed as inhibitors; purified human GAA, 4-MU-alpha-glucoside fluorescence; AID 1466;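 also: plate controls were uninhibited enzyme wells for no effect and no-enzyme background for full effect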
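Endpoint fluorogenic read: 20 min room-temperature reaction of 4 nM human alpha-glucosidase with 400 uM 4-methylumbelliferyl-alpha-D-pyranoside, pH 5.0, quenched with 1M NaOH/1M glycine pH 10. AC50 from Hill modeling.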
GAA glycogen mod = alters human alpha-glucosidase cleavage of glycogen; 0.38% of 300,000 active; P10253; recombinant GAA, glycogen substrate, Amplex Red glucose oxidase fluorescence; Potency, µM (top dose mostly 76.4 µM), for the others: top-dose activity change, negative = inhibition, hits mostly inhibitors;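 also: 0% = full enzyme reaction and -100% = no-enzyme basal signal; the screen sought inhibitors and activators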
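Recombinant human alpha-glucosidase (4 nM final) hydrolysed bovine liver glycogen (30 ug) for 40 min at 37 C in pH 5.0 citrate/phosphate with 0.01% Tween-20. Released glucose detected by glucose oxidase/Amplex Red, Ex 573/Em 610 nm. Compounds up to 77 uM; AC50 from Hill fits.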
aGlu spleen mod = inhibits or activates alpha-glucosidase in human spleen homogenate; human spleen homogenate, 4-MU-alpha-glucoside fluorescence; Potency, µM (series often up to 79.9 µM), for inactives: at the highest dose activity change, negative = inhibition, most hits filed as inhibitors; AID 2112; P10253; 0.006% of 240,000 active;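 also: 0% = enzyme with vehicle and -100% = no enzyme basal signal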
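AC50 values come from Hill-equation fits of concentration-response data, normalized to no-enzyme and full-activity controls. Enzyme source: 1 ug human spleen homogenate; 1 mM fluorogenic 4-MU glucoside, pH 5.0 citrate buffer, 37 C, 40 min.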
GoLoco inh red = inhibitors of human Gai1-RGS12 GoLoco interaction (red fluorophore) | Potency, µM (series often up to 61.6 µM), for the others: top-dose activity, negative = inhibition, actives largely listed as inhibitors | 0.44% of 230,000 active | P63096 | Gai1:RGS12 GoLoco peptide FP, rhodamine, 10 min; active = well fitted inhibition curve with a large enough effect, not every such curve was filed as active; inactive = no such curve, though single readings can be large or run the other way; also: % is scaled to controls: 0 for no effect and ±100 for the full control effect; nearly all actives have a fitted effect of over 30% in size; many of its hits are not listed in these tables
Target sequence (P63096 whole entry, looked up): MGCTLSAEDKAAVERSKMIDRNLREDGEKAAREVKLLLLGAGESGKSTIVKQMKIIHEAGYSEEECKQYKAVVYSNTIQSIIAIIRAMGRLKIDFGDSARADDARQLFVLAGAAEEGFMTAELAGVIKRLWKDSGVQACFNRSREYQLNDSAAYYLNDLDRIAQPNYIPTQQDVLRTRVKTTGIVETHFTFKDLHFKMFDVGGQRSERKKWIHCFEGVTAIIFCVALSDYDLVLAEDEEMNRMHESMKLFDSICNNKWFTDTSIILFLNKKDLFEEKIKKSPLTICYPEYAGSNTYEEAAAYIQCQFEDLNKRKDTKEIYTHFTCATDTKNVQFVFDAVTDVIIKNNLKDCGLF
Active calls of the source: *; u = inconclusive; x = not tested or not shown; & = joins results of further samples; [ ] = remark or other dose. Unless noted, calls follow the shape of the dose curve; as a rule, active = well fitted curve in the direction sought with a large enough effect; inconclusive = small, poorly fitted or top-dose-only effect, or another doubt; inactive = no such curve, though single readings can be large; an effect the other way counts as inactive or inconclusive. Potency is read from the fitted curve at half-maximal effect.

Order of values: GoLoco inh red	IMPase Li inh	aGlu spleen mod	GAA glycogen mod	GAA inh	HTT aggregate	HTT ATP protect
1. COc1ccc(-n2c(C)cc(C(=O)CSc3nn4c(=O)c(C(C)(C)C)nnc4s3)c2C)cc1
 : 7%	-8%[38.3 µM]	-13%	-2%	-8%	-8%	-4%
2. Cc1cccc(OCC(=O)O/N=C(\N)c2ccccn2)c1
 : 4%	6%[38.3 µM]	-5%	-1%	-3%	-9%	-17%
3. CSc1nsc2nc(=O)c(/C=C3\C(C)=Nc4ccccc43)c(N)n12
 : 43%[activator]	-4%	-3%	-1%	-4%	-30%	u
4. CC(C)(C)c1ccc(C(=O)Nn2c(CCC(=O)O)ccc2-c2cccs2)cc1
 : 6%	26%[38.3 µM]	-6%	0%	-5%	u	12%
5. O=C1CC(N2CCN(c3ccccc3O)CC2)C(=O)N1Cc1ccccc1 (centres undefined)
 : 11%	0%	-4%	3.1µM*	-2%	23%	x
6. CCN(C(C)=O)c1ccc(Oc2nc(OC)cc(OC)n2)cc1
 : -8%	2%	1%	6%	-1%	-5%	-42%[inhibitor]
7. CCCn1c(SCC(=O)Nc2ccccc2C(=O)OC)nc2c1c(=O)n(C)c(=O)n2C
 : -4%	43%[activator][38.3 µM]	0%	9%	2%	u	-8%[10 µM]
8. CCc1ccc2[nH]c(=O)c(C(c3nnnn3CCOC)N3CCN(c4ccccc4F)CC3)cc2c1 (centres undefined)
 : -5%	43%[activator][38.3 µM]	-6%	-6%	2%	12%	-3%[10 µM]
9. O=C(NC1CCCCCC1)c1c(O)c2ccccc2[nH]c1=O
 : 5%	-4%[38.3 µM]	4%	-2%	-9%	2%	-61%[inhibitor][10 µM]
10. COc1ccc(CC(=O)N[C@@H](CCSC)c2nc3ccccc3[nH]2)cc1
 : 13%	1%	5%	1%	0%	11%	-5%
11. CCn1cc(C(=O)OCC(=O)N(C)C2CCS(=O)(=O)C2)c(=O)c2ccc(C)nc21 (centres undefined)
 : -5%	7%[38.3 µM]	3%	-5%	-4%	-1%	-13%
12. CCN(CC)c1ccc2cc(C(=O)NNC(=O)c3ccc(S(=O)(=O)N4CCCCC4)cc3)c(=O)oc2c1
 : -9%	-7%	-1%	5%	-8%	-1%	6%[10 µM]
13. C=C1CCN(C(C)C(=O)O)S(=O)(=O)c2ccccc21 (centres undefined)
 : -14%	x	-4%&3%	6%	x	6%[9.22 µM]	3%[10 µM]
14. COc1ccc(-c2nc(NC(=O)CSc3nnc4ccccn34)ns2)cc1
 : 11%	-24%[38.3 µM]	-9%	-7%	0%	u	-13%
15. O=C(Oc1cccnc1)c1cc(S(=O)(=O)N2CCCCC2)ccc1Cl
 : 2%	32%[38.3 µM]	-9%	8%	-2%	4%	1%
16. CC(C)c1cccc(OCCCCN(C)C)c1
 : -11%	13%	6%	-4%	5%	-32%	-60%[inhibitor]
17. O=C(O)C1C2C=CC3(CN(Cc4ccncc4)C(=O)C13)O2 (centres undefined)
 : 3%	2%	-4%	-4%	3%	4%	7%[10 µM]
18. Cc1ccc2cc(C3CC(c4ccco4)=NN3S(C)(=O)=O)c(Cl)nc2c1 (centres undefined)
 : 52%[activator]	x	-3%	5%	-7%	-6%[9.22 µM]	12%[10 µM]
19. CNC(=O)COC(=O)c1cc(=O)[nH]c2ccccc12
 : 15%	-7%[38.3 µM]	-6%	11%	u	-2%	-16%
20. COc1ccc(Nc2cc(C)nc(NCc3ccccc3)n2)cc1
 : 10%	x	-10%	1%	x	-16%[9.22 µM]	0%[10 µM]

Quoted from above, compounds 19 to 20
Order of values: GoLoco inh red	IMPase Li inh	aGlu spleen mod	GAA glycogen mod	GAA inh	HTT aggregate	HTT ATP protect
19. CNC(=O)COC(=O)c1cc(=O)[nH]c2ccccc12
 : 15%	-7%[38.3 µM]	-6%	11%	u	-2%	-16%
20. COc1ccc(Nc2cc(C)nc(NCc3ccccc3)n2)cc1
 : 10%	x	-10%	1%	x	-16%[9.22 µM]	0%[10 µM]

Gathered by group, the entries above with a COOH group.
Order of values: GoLoco inh red	IMPase Li inh	aGlu spleen mod	GAA glycogen mod	GAA inh	HTT aggregate	HTT ATP protect
4. CC(C)(C)c1ccc(C(=O)Nn2c(CCC(=O)O)ccc2-c2cccs2)cc1
 : 6%	26%[38.3 µM]	-6%	0%	-5%	u	12%
13. C=C1CCN(C(C)C(=O)O)S(=O)(=O)c2ccccc21 (centres undefined)
 : -14%	x	-4%&3%	6%	x	6%[9.22 µM]	3%[10 µM]
17. O=C(O)C1C2C=CC3(CN(Cc4ccncc4)C(=O)C13)O2 (centres undefined)
 : 3%	2%	-4%	-4%	3%	4%	7%[10 µM]

(cont.)
Order of values: GoLoco inh red	IMPase Li inh	aGlu spleen mod	GAA glycogen mod	GAA inh	HTT aggregate	HTT ATP protect
21. CCOC(=O)c1ccc[n+](C(C)C(=O)c2ccc(-c3ccccc3)cc2)c1 (centres undefined)
 : 12%	14%	1%	5%	7%	u	6%[10 µM]
22. CCOC(=O)C1=C(c2ccccc2)NC(=S)NC1C (centres undefined)
 : -4%	3%[38.3 µM]	-1%	-9%	-8%	5%	u
23. Cc1cccc(Oc2ccc(NC(=O)c3ccccc3C(=O)O)cc2)c1
 : 4%	x	15%	5%	x	-12%[9.22 µM]	5%[10 µM]
24. CC(=O)Nc1ccc(S(=O)(=O)NC(CC(=O)O)c2ccc(C)cc2)cc1 (centres undefined)
 : 8%	x	-10%	-13%	x	-5%[9.22 µM]	10%[10 µM]
25. Cc1ccccc1C(=O)NNC(=S)NC(=O)COc1ccccc1
 : -4%	18%[38.3 µM]	-7%	-12%	11%	4%	u
26. Cc1cc(C)n(-c2nc3c(c(=O)[nH]c(=O)n3C)n2Cc2ccccc2)n1
 : 7%	6%[38.3 µM]	-1%	-6%	1%	1%	15%
27. COc1ccc(C2CC3(CC(C)(C)NC(=S)N3)Oc3cc(O)cc(C)c32)cc1OC (centres undefined)
 : -9%	2%	1%	-17%	5%	-2%	4%
28. CC1CCCC(C)N1C(=O)C1CC(c2ccc(F)cc2)=NO1 (centres undefined)
 : 6%	2%[38.3 µM]	-3%	-1%	8%	3%	-38%
29. O=C(NCCCn1ccnc1)C1CC(c2ccccc2Cl)=NO1 (centres undefined)
 : 7%	x	2%	10%	x	3%[9.22 µM]	-6%[10 µM]
30. O=C(CC(c1ccccc1)c1ccccc1)NCCO
 : 2%	23%[38.3 µM]	-2%	5%	-1%	23%	9%
31. O=C1C(C2=NC(C(=O)O)C3C(=O)N(c4ccccc4)C(=O)C23)=C(O)c2ccccc21 (centres undefined)
 : 1%	19%[38.3 µM]	-2%	-1%	-9%	5%	-11%
32. CCC(=O)c1c(O)cc(O)cc1O
 : -2%	29%	-7%	x	x	5%	u
33. Cc1ccc(-c2ccccc2)n1-c1cccc(C(=O)O)c1
 : -3%	x	5%	9%	6%[15.4 µM]	0%[9.22 µM]	-6%[10 µM]
34. COc1ccc(Nc2ccc(N3C(=O)CC(C)C3=O)cc2[N+](=O)[O-])cc1OC (centres undefined)
 : -5%	-3%	-3%	-2%	-8%	-4%	-24%
35. CC1CN(CCOc2ccccc2[N+](=O)[O-])CC(C)O1 (centres undefined)
 : -2%	0%	-1%	4%	6%	9%[9.22 µM]	7%[10 µM]
36. CCOC(=O)C1C(=O)Nc2nc(C)nn2C1c1ccccc1 (centres undefined)
 : -4%	12%[38.3 µM]	0%	2%	-3%	10%	-7%[0.074 µM]
37. O=C(Nc1ccc2c(c1)OCCO2)c1cccnc1Oc1ccc(Cl)cc1
 : 5%	x	5%	2%	x	11%[9.22 µM]	-5%[10 µM]
38. O=c1c2c([nH]n1-c1ccccc1)CCCC2
 : 9%	11%	-2%	-11%	9%	x	x
39. O=C(Nc1ccccc1)c1ccc2nc(-c3ccco3)c(-c3ccco3)nc2c1
 : 26%	39%[activator][38.3 µM]	13%	-14%	0%	u	-33%
40. Cc1ccccc1CSCC(=O)NC(=O)NCc1ccco1
 : 102%[activator]	5%[38.3 µM]	2%	5%	-11%	-8%[9.22 µM]	4%[10 µM]
41. CCOc1cc(CNCCN2CCOCC2)ccc1OCc1ccccc1Cl
 : -8%	15%	-8%	-4%	-4%	13%	x
42. O=C(Nc1ccon1)c1cccc(S(=O)(=O)N2CCCC2)c1
 : 6%	-8%[38.3 µM]	-8%	0%	-5%	1%	6%[0.074 µM]
43. Cc1ccc(N2CCN(CC(O)COc3ccc([N+](=O)[O-])cc3)CC2)cc1 (centres undefined)
 : 5%	15%	x	-6%	-1%	u	u
44. O=C(NC1CCCCC1)N1CCSC1=Nc1ccccc1
 : 2%	23%[38.3 µM]	1%	-9%	-6%	6%	-14%
45. CCn1c(/C=N/Nc2ccc(C(=O)O)cc2)nc2ccccc21
 : 1%	0%	-14%	-22%	-11%	21%	16%[10 µM]
46. COC(=O)[C@H](Cc1ccccc1)NC(=O)O[C@@H]1C(=O)c2cc(Br)ccc2O[C@H]1c1ccc2c(c1)OCO2
 : 2%	13%	-7%	x	x	x	-368%[inhibitor]
47. COc1cc(C(c2sc3nc(C)nn3c2O)N2CCC3(CC2)OCCO3)cc(OC)c1OC (centres undefined)
 : -9%	8%[38.3 µM]	3%	4%	-3%	20%[9.22 µM]	-2%
48. NC(CO)c1cn([C@@H](CCC(=O)O)C(=O)N2CCNCC2)nn1 (some centres undefined)
 : -3%	-2%	-1%	13%	x	20%[9.22 µM]	18%[10 µM]
49. CCc1nc(NCC2CCCN2CC)c2nnn(Cc3ccccc3F)c2n1 (centres undefined)
 : -5%	12%[38.3 µM]	0%	2%	-8%	24%	-4%
50. Nc1ccc(C(=O)c2ccccc2C(=O)O)cc1Cl
 : -1%	0%[38.3 µM]	-5%	-3%	-9%	-1%	10%[0.074 µM]
51. NC(=O)CSc1nnc2ccc(-c3ccc(Cl)cc3)nn12
 : 6%	7%	-3%	0%	-5%	17%	2%

Another view of 2 compounds above:
# | Compound | GoLoco inh red | IMPase Li inh | aGlu spleen mod | GAA glycogen mod | GAA inh | HTT aggregate | HTT ATP protect
41 | CCOc1cc(CNCCN2CCOCC2)ccc1OCc1ccccc1Cl | -8% | 15% | -8% | -4% | -4% | 13% | x
44 | O=C(NC1CCCCC1)N1CCSC1=Nc1ccccc1 | 2% | 23%[38.3 µM] | 1% | -9% | -6% | 6% | -14%

The list is partial; count on the stated rates, not on these rows.
